Compound activity (PubChem BioAssay)
Wnt bcat act – Wnt/beta-catenin pathway activation | AID 743398 | 300,000 tested, 1.2% active | activation, % at 9.35 µM | Wnt/beta-catenin reporter cell assay, activator, plate reader; in the data active = activation above about 30%, passing the limit was not always enough;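 also: 0% = neutral control wells and 100% = positive control wells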
LANA DNA inh – inhibitors of KSHV LANA C-terminal domain DNA binding; MBP-C-LANA/FAM-LBS DNA binding, fluorescence polarization; inhibition, % at 9 µM; 340,000 tested, 0.078% active; AID 504423;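 active = highest replicate inhibition at or above 60% at 9 µM, even if other replicates fall short; inactive = all replicates below 60% inhibition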;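 also: 0% = neutral control wells and 100% = 4 µM acridine orange control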
OPRM1-OPRD1 ag – agonists of human mu-delta opioid receptor heterodimerization. cells, OPRM1-OPRD1 heterodimerization, luminescence. activation, % at 9.3 µM. 340,000 tested, 0.3% active. AID 504326; in the data active = activation above about 18%;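 also: 0% = vehicle-treated cells and 100% = reference agonist; values of inactives mirror those of a sister screen read the other way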
Target sequence (P35372 whole entry, looked up): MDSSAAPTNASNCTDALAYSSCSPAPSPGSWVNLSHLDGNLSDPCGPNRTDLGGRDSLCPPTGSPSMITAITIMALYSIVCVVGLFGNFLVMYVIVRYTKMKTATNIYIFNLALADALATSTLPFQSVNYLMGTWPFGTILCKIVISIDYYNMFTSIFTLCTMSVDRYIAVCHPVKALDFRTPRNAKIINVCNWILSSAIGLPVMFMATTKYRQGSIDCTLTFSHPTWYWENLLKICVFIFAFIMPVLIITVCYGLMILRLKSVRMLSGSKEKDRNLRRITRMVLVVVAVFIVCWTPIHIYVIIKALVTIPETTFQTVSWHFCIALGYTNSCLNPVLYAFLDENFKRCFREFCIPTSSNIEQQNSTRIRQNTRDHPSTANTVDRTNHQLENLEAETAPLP
Target sequence (P41143 whole entry, looked up): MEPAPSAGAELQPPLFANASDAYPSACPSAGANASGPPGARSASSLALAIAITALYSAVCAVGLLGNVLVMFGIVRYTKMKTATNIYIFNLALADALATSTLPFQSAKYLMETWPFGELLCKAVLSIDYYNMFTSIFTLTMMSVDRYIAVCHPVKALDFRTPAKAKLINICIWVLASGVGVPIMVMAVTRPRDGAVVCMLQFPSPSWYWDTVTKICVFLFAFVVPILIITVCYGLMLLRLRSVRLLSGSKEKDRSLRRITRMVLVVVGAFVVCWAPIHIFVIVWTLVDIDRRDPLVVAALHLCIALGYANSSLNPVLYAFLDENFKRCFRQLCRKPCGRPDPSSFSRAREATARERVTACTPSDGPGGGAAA
V-ATPase pH – yeast V-ATPase proton transport regulation by pHLuorin | S. cerevisiae, pHLuorin cytosolic pH fluorescence | response, % at 10 µM | 350,000 tested, 0.37% active | AID 504577; in the data active = response mostly above about 7.3%, no sharp cut-off; inactive = mostly below about 5.4%; also: actives read high; inactives centre near 0; some compounds called inactive have numbers as strong as hits; reference of the scale not given here
MOR-DOR inv ag – mu-delta opioid heterodimer inverse agonism; P35372+P41143; cell-based MOR-DOR heterodimer luminescence; inhibition, % at 9.3 µM; 340,000 tested, 0.21% active; in the data active = inhibition above about 22%, passing the limit was not always enough;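 also: 0% = cells with DMSO and 100% = wells without cells with DMSO; values of inactives mirror those of a sister screen read the other way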
Keap1 Nrf2 FP – Keap1-Nrf2 (human) interaction inhibition; Q14145; Keap1 Kelch-Nrf2 peptide fluorescence polarization, 1536-well; inhibition, % at 9.4 µM; 340,000 tested, 0.15% active; in the data active = inhibition above about 12%;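 also: human Keap1 Kelch domain with fluorescein labeled Nrf2 9mer peptide probe; 0% = neutral control wells and 100% = peptide positive control; higher means more block of Keap1 binding to Nrf2 peptide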
RTF Ca sens act – increases calcium sensitivity of human cardiac regulated thin filaments; IANBD-labeled TnC RTF fluorescence at EC20 calcium; 0% EC20 calcium, 100% full calcium; 340,000 tested, 0.24% active; P19429+P45379; activation, % at 7.2 µM;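 active = activation above the mean over all tested compounds plus 3 SD, cut at about 30% in these data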;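 also: rise in fluorescence read as greater calcium sensitivity of cardiac thin filaments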
DSG3 Ab inh – inhibitors of pemphigus antibody binding to human desmoglein-3. DSG3-coupled beads, scFv-anti-DSG3-GFP binding, flow cytometry; stronger effect = lower value. P32926. binding (percent of control), % at 10 µM. 310,000 tested, 0.48% active;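 active = binding more than 3 SD below its plate's average and above zero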;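 also: hits lower antibody fragment binding to DSG3; some compounds called inactive have numbers as strong as hits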
RTF Ca sens inh – cardiac RTF calcium desensitization. P19429+P45379. IANBD-labeled cardiac RTF, Ca2+ fluorescence. inhibition, % at 7.15 µM. 340,000 tested, 0.12% active. AID 493244;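 active = inhibition above the mean inhibition of all tested compounds plus 3 SD, cut at about 17% in these data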;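 also: assay run at fixed EC70 calcium of 1.6 mM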
Arr AP2 block – inhibitors of human beta-arrestin and AP2 interaction. 340,000 tested, 0.31% active. inhibition, % at 10 µM. FITC-arrestin peptide / GST-AP2 beads, flow cytometry; AP2 beta2 appendage carries R879A mutation. AID 504490;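 active = inhibition above a set limit, near 3 SD of compounds lacking own fluorescence, cut at about 54% in these data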;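 also: plate controls were DMSO wells for no effect and 5 µM unlabelled arrestin peptide for full effect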
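System: GST-AP2 R879A bound to glutathione beads, E. coli-expressed. Also added: 50 nM FITC-arrestin peptide. Schedule: compound with beads 12 min RT, then probe 1 h RT. Signal: bead flow cytometry, FITC channel. Read-out basis: percent response.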
Starred values were filed as active, the others as inactive; / = not tested or not shown.

SMILES	Wnt bcat act	LANA DNA inh	OPRM1-OPRD1 ag	V-ATPase pH	MOR-DOR inv ag	Keap1 Nrf2 FP	RTF Ca sens act	DSG3 Ab inh	RTF Ca sens inh	Arr AP2 block
NS(=O)(=O)c1ccc(NC(=O)COC(=O)c2ccco2)cc1	-1	-1.0	-2.2	0	11	3	4	/	-3	12
CCOCCCn1c(C)nc2c(c1=O)c1nc3ccccc3nc1n2-c1ccc(C)cc1	1	2.2	-0.3	2	1	-2	6	97	-1	6
CCOc1cc(/C=C2\SC(=S)N(NC(=O)c3cccnc3)C2=O)ccc1O	-4	-11	/	-2	/	-19	/	98	/	15
CC(=O)Nc1ccc(NC(=O)c2ccccc2C)cc1	-3	-0.9	0.1	2	-1	-3	-3	107	-1	35
COC(=O)CSc1nnc(-c2ccccc2OC)o1	/	1.6	-0.2	5	1	2	5	102	-13	-1
Cc1ccc(-c2nnn(CC(=O)Nc3ccccc3N3CCOCC3)n2)cc1	-2	-0.5	-1.3	-4	8	0	2	104	-4	11
C/C=C1\COC(C(=O)NCc2cccc(OC)c2OC)(C(F)(F)F)C=C1C=C1CCCCC1 (centres undefined)	-2	-0.9	-0.3	-1	2	-2	-2	103	-8	32
COC1C/C(=N\O)C2OC(c3ccccc3)OCC2O1 (centres undefined)	0	-3.0	0.1	-1	0	-4	21	107	-38	47
CCc1ccccc1N(CC(=O)NCc1ccco1)C(=O)CCC(=O)Nc1nccs1	21	-0.3	0.3	3	-2	6	-6	111	8	-3
COc1ccccc1N(CC(=O)NCCSCc1ccccc1)S(=O)(=O)c1ccc(C)cc1	-1	0.5	2.4	4	-18	5	-5	/	-6	-22
COC(=O)c1ccc(C2Nc3cccc4cccc(c34)N2)cc1	-4	-0.2	2.9	3	-14	4	-3	108	-5	8
CCOC(=O)CNC(c1ccccc1)c1cc(Br)ccc1NC(C)=O (centres undefined)	-2	1.0	-2.2	2	13	-3	11	102	1	1

Overlap with the part before: 4 entries, then new ones.
SMILES	Wnt bcat act	LANA DNA inh	OPRM1-OPRD1 ag	V-ATPase pH	MOR-DOR inv ag	Keap1 Nrf2 FP	RTF Ca sens act	DSG3 Ab inh	RTF Ca sens inh	Arr AP2 block
CCc1ccccc1N(CC(=O)NCc1ccco1)C(=O)CCC(=O)Nc1nccs1	21	-0.3	0.3	3	-2	6	-6	111	8	-3
COc1ccccc1N(CC(=O)NCCSCc1ccccc1)S(=O)(=O)c1ccc(C)cc1	-1	0.5	2.4	4	-18	5	-5	/	-6	-22
COC(=O)c1ccc(C2Nc3cccc4cccc(c34)N2)cc1	-4	-0.2	2.9	3	-14	4	-3	108	-5	8
CCOC(=O)CNC(c1ccccc1)c1cc(Br)ccc1NC(C)=O (centres undefined)	-2	1.0	-2.2	2	13	-3	11	102	1	1
O=C(CCC(=O)Nc1ccc(F)cc1)N/N=C/c1ccncc1	-6	-0.8	-0.6	5	4	-4	2	104	-6	-1
C/C(Cc1ccccc1)=N\NC(=O)CNC(=O)c1cccc(Br)c1	-2	-1.2	-2.6	-3	13	-2	-4	83	7	-1
O=C(NCc1ccc2c(c1)OCO2)C(=O)Nc1cc2c3c(c1)CC(=O)N3CCC2	-3	-0.7	-0.9	1	6	-1	-13	98	-4	36
CC(C)(C)c1cn(-c2ccc(F)cc2)c(=S)[nH]1	/	-1.1	-0.5	/	2	-5	2	103	-12	-2
CCOC(=O)C1CN(S(=O)(=O)c2ccc(C)cc2)CCN1S(=O)(=O)c1ccc(C)cc1 (centres undefined)	-2	0.9	0.1	8	-1	6	0	104	-4	14
CCOc1ccccc1NC(=O)Nc1c(C)n(-c2ccccc2)c(=O)n1C	/	0.1	-1.8	1	10	-2	6	103	-7	9
S=C(NC1CCCC1)NN1CCOCC1	0	0.2	-1.1	1	8	-5	-5	101	4	1
Cc1cc(C)nc(NCCC(=O)O)n1	-11	0.9	-2.6	-3	13	2	5	103	-10	40
Cc1c(/C=N\NC(=O)c2c[nH]c3ccccc23)cnn1C	21	-0.1	-0.5	-1	3	-1	-4	100	10	12
O=c1c2ccccc2ncn1/N=C/c1ccccc1	30	-1.4	-1.5	2	8	-3	7	89	-7	17
CCN(CC)CCNC(=O)c1ccc(NC(=O)COc2ccccc2F)cc1	-1	0.6	-0.7	0	4	2	-1	80	-3	13
Cc1cc(NS(=O)(=O)c2ccc(NC(=O)CSc3nc4sc(C)c(C)c4c(=O)[nH]3)cc2)no1	-2	0.1	-1.7	3	9	-1	-1	96	4	28
O=C(c1ccccc1)c1ccc(-c2ccc(O)cc2)cc1	35*	-1.5	0.6	4	-3	1	4	93	-7	6
CCc1cn(C2CC(O)C(CO)O2)c(=O)[nH]c1=O (centres undefined)	-2	0.7	-3.8	2	16	-1	-4	/	0	-12
COc1ccc(-c2nc3cccc(C)n3c2NCC2CCCO2)cc1O (centres undefined)	6	1.9	-1.6	-2	9	1	-5	105	11	6
COc1ccccc1CN1CCC(n2nccc2NC(=O)c2ccccc2Cl)CC1	-2	1.4	-1.8	-2	9	-4	2	88	1	16
CC(=O)/C(N=Nc1nc2c([nH]1)c(=O)n(C)c(=O)n2C)=C(\C)O	-5	0.0	-3.5	-2	18	3	-3	109	3	-6
COc1ccc2c(c1)c(CCNNC(=O)C(C)(C)C)c(C)n2C(=O)c1ccc(Cl)cc1	-4	0.1	3.8	8	-18	-6	-8	102	2	4
Cc1cc(-c2nn(-c3ccccc3F)cc2CN2CCCC(CO)C2)c(C)s1 (centres undefined)	-2	2.2	2.6	1	-13	-2	3	110	2	-1
CCCOc1ccc(N2C(=O)CC(NCc3cccs3)C2=O)cc1 (centres undefined)	-1	-0.6	-3.5	0	15	-2	-3	112	-10	4
Cc1ccc(NC(=S)N2CCN(c3ncccn3)CC2)c(C)c1	-1	0.6	-2.4	4	13	-3	9	127	-2	-5
COc1cc(OC)cc(-c2cc3cc4c(cc3cn2)OCO4)c1	/	1.4	0.1	7	0	4	-8	99	3	23
Cc1ccc(Cn2c(CCCO)nc3ccccc32)cc1	3	-0.8	-2.5	1	12	1	-4	135	-2	11
Cc1[nH][nH]c(=O)c1C(c1cc(Br)ccc1O)c1c(C)[nH][nH]c1=O	-3	1.4	-1.7	-1	8	-3	0	102	-7	-1
Cn1ncc(Cl)c(Oc2ccc(Cl)cc2)c1=O	/	2.8	0.8	0	-4	1	2	/	0	6
CCCN1CCN(C(=O)Nc2ccc(C(=O)OCC)cc2)CC1	1	1.0	-1.5	2	8	-1	2	106	-8	11
COCCN(CCOC)Cc1cc(=O)oc2cc3c(cc12)CCC3	-3	0.3	-2.4	1	14	-6	2	105	-2	0
Cc1cccc(N2CCN(CC(O)COc3ccccc3)CC2)c1 (centres undefined)	-4	4.6	2.7	4	-14	3	-2	88	5	-18
CCn1c(C2CC(=O)N(c3ccc(C)c(C)c3)C2)nc2ccccc21 (centres undefined)	-2	1.3	-2.3	-4	13	-2	-10	102	-5	-10
CC(=O)Nc1ccc(NC(=O)COC(=O)c2ccc(S(=O)(=O)N(C)c3ccccc3)cc2)cc1	4	-0.5	-0.2	2	1	3	-5	104	3	4
Cn1c(C(=O)N2CCCC(C(=O)NCc3ccccc3)C2)cc2sccc21 (centres undefined)	0	0.9	-3.6	2	19	-2	0	101	-6	6
COc1ccccc1NC(=O)Cn1cnc2c(cnn2-c2ccccc2)c1=O	/	-0.4	-0.1	3	1	-1	3	/	5	-8
CC(=O)N1C(=O)NC(c2ccccc2)=C([N+](=O)[O-])C1c1ccccc1 (centres undefined)	0	2.2	-2.1	-1	10	-3	3	107	1	7
CCC(C)Sc1ccc([C@@H]2[C@H]3C(=O)N(CC)C(=O)[C@H]3[C@]3(C(=O)OC)CCCCN23)cc1 (some centres undefined)	-6	-7.6	-1.3	-1	7	-59	8	229	-3	23
COc1ccccc1CNC(=O)C1CCCN(S(=O)(=O)c2ccc3c(c2)C(C)(C)C(=O)N3C)C1 (centres undefined)	-1	0.8	1.3	-1	-7	-1	7	101	-13	-3
O=C(CC(SCCO)c1ccc([N+](=O)[O-])cc1)c1ccco1 (centres undefined)	5	0.4	-3.3	-1	17	-2	-6	105	0	1

Two neighbouring entries already listed, quoted:
SMILES	Wnt bcat act	LANA DNA inh	OPRM1-OPRD1 ag	V-ATPase pH	MOR-DOR inv ag	Keap1 Nrf2 FP	RTF Ca sens act	DSG3 Ab inh	RTF Ca sens inh	Arr AP2 block
COc1ccccc1CNC(=O)C1CCCN(S(=O)(=O)c2ccc3c(c2)C(C)(C)C(=O)N3C)C1 (centres undefined)	-1	0.8	1.3	-1	-7	-1	7	101	-13	-3
O=C(CC(SCCO)c1ccc([N+](=O)[O-])cc1)c1ccco1 (centres undefined)	5	0.4	-3.3	-1	17	-2	-6	105	0	1
